Assay outcomes deposited in PubChem by several laboratories.
TMEM16A act: activates or potentiates the mouse TMEM16A chloride channel; Q8BHY3; HEK293 TMEM16A/YFP-H148Q/I152L, iodide quench fluorescence; active compounds read low; 340,000 tested, 0.3% active; B-score at 10 µM;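 active = fluorescence-ratio B-score plate-corrected deviation score at least 3 library SD below zero, with starting fluorescence score within 5 deviations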;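 note: channel opened by trigger with iodide after compound preincubation; score built on the fluorescence ratio of max minus min over baseline; more negative score means more quench and so TMEM16A activation or potentiation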
TRPC6 act: activators of mouse TRPC6 channel | HEK293-TRPC6 membrane potential dye fluorescence; active compounds read high | B-score at 10 µM | Q61143 | 310,000 tested, 0.13% active;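 active = B-score of the integrated fluorescence ratio above library mean plus 3 SD, and starting fluorescence ratio within library mean plus 5 SD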;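 note: higher score means more depolarization so channel activation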
MrgX1 ag: activates human MrgX1 receptor signaling | Q96LB2 | MrgX1-HEK293 cells, Fluo-4 calcium fluorescence, agonist mode; active compounds read high | B-score at 10 µM | 310,000 tested, 0.44% active | AID 588627;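 active = calcium response B-score plate-corrected fluorescence ratio at least 3 library SD, with starting fluorescence B-score inside 5 SD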
Target sequence (Q96LB2 whole entry, looked up): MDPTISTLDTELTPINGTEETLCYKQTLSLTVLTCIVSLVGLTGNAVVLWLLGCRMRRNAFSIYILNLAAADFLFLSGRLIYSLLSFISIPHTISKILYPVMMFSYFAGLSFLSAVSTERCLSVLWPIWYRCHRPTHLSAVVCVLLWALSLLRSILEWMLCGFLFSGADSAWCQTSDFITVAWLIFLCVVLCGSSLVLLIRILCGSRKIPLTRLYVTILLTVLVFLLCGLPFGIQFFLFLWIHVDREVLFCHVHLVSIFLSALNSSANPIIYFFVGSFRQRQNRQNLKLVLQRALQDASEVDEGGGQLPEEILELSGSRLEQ
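Material: MrgX1-expressing HEK293 cells / Dosing: compound as first of three additions / Incubation: overnight seeding, then 1 h dark dye loading / Signal: Fluo-4 NW calcium fluorescence / Evaluation: B-scored fluorescence response ratio / Benchmarks: positive and negative control wells on each plate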
RGS4 pot: potentiators or activators of RGS4. HEK293 M3R/inducible RGS4, carbachol calcium flux Fluo4; active compounds read low. 310,000 tested, 0.92% active. B-score at 10 µM;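 active = B-score of the integrated calcium signal more than 4 SD below the library mean, with starting fluorescence not abnormally high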;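 note: negative B-score means reduced calcium response which marks RGS4 activation or potentiation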
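Assay system: Inducible-RGS4 HEK293 cells carrying M3 receptor | Schedule: Compound preincubation 20 min at room temperature before agonist | Signal: Kinetic calcium fluorescence imaging with Fluo4-AM dye, 2 µM | Read-out basis: B score from integrated fluorescence ratio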
SKKanGAS inh: blocks kanamycin growth of S. pyogenes SKKanGAS strain | inhibition, % at 7.5 µM | BacTiter-Glo, 6 h | 300,000 tested, 1.3% active;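 active = mean replicate score, as percent of positive control median, at least 50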;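 note: strain carries kanamycin resistance gene driven by streptokinase promoter and grows in 40 µg/ml kanamycin; loss of luminescence reflects streptokinase promoter inhibition or plain growth inhibition; 0% = median of DMSO wells and 100% = positive control at its reference dose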
MrgX1 allo act: human MrgX1 positive allosteric modulation, primary screen; Q96LB2; MrgX1-HEK293, Fluo-4 calcium flux, FDSS; active compounds read high; B-score at 10 µM; 310,000 tested, 0.63% active;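 active = plate-corrected calcium response at least 3 library SD above typical, normal starting fluorescence, not activating the receptor alone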;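 note: compound read alongside a low EC10 to EC30 dose of BAM8-22 agonist; peak minus trough fluorescence over baseline measured at the second addition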
MrgX1 antagonist: antagonists of human MrgX1 receptor. Q96LB2. MRGX1-HEK293 calcium flux, Fluo-4, BAM8-22 antagonism; active compounds read low. B-score at 10 µM. 310,000 tested, 1.3% active;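 active = calcium-response B-score plate-corrected more than 3 library SD below zero, starting fluorescence within 5 deviations, no agonist response on first addition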;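 note: peak minus trough fluorescence over baseline after final BAM8-22 challenge near maximal dose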
RGS4 block: inhibitors of human RGS4. P49798. HEK293 M3R/RGS4 inducible, Fluo-4 calcium flux; active compounds read high; triggered by carbachol at its EC20. B-score at 10 µM. 310,000 tested, 0.45% active;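 active = B-score, a plate-corrected calcium signal, over three deviations above library mean, with baseline fluorescence within five deviations of library mean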;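 note: RGS4 expression induced by doxycycline in cells with stable M3 receptor; B-score is computed from the integrated fluorescence ratio over baseline after carbachol; higher B-score means a larger calcium signal and so more RGS4 inhibition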
Target sequence (P49798 whole entry, looked up): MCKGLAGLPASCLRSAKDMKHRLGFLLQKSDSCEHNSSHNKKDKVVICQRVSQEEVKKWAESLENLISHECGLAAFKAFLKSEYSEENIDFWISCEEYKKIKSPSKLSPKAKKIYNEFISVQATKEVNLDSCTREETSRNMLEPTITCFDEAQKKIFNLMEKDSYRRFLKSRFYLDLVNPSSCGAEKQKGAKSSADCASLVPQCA
TMEM16A inh: mouse TMEM16A channel inhibition, primary screen; Q8BHY3; HEK293 TMEM16A/YFP iodide influx fluorescence, ionomycin; normalized B-score (activity score, 25-100; higher = stronger inhibition) at 10 µM; 310,000 tested, 1.2% active;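 active = ratio plate-corrected score three or more library SD toward inhibition, starting fluorescence score within five deviations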;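 note: score derived from kinetic fluorescence span divided by baseline fluorescence per well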
HDAC3 inhib: inhibitors of human histone deacetylase 3 | recombinant HDAC3, fluorogenic peptide/trypsin coupled, fluorescence | AID 2718 | O15379 | inhibition, % at 8.3 µM | 320,000 tested, 0.15% active; in the data active = inhibition above about 26%, passing the limit was not always enough
Target sequence (O15379 whole entry, looked up): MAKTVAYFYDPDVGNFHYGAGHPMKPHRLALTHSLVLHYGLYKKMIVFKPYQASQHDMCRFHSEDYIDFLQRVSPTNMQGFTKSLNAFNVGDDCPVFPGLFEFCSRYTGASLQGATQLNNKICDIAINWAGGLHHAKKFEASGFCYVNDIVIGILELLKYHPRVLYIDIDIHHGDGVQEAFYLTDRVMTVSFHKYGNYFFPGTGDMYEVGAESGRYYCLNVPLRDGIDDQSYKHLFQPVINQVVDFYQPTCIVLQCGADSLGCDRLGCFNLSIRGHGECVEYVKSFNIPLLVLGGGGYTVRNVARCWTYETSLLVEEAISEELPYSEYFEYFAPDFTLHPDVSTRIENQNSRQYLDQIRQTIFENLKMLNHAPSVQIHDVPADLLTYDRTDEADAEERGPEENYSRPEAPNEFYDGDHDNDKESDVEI
TRPC6 inhibitor: inhibitors of mouse TRPC6 channel. B-score at 10 µM. Q61143. HEK293-TRPC6, membrane potential dye, ACh-evoked depolarization; active compounds read low. 310,000 tested, 1.1% active;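 active = B-score under library mean minus 3 SD, initial fluorescence not abnormally high, positive integrated signal ratio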;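 note: B-score derived from integrated fluorescence ratio over the kinetic read; more negative B-score means stronger inhibition of depolarization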
Active calls of the source: *.

COc1ccc(N=Cc2c(O)c3ccccc3oc2=O)cc1 was read as TMEM16A act inactive, TRPC6 act inactive, MrgX1 ag inactive, RGS4 pot inactive, SKKanGAS inh 2.2, MrgX1 allo act inactive, MrgX1 antagonist inactive, RGS4 block inactive, TMEM16A inh inactive, HDAC3 inhib -3.2 and TRPC6 inhibitor inactive.
For O=C(NC(Cc1ccccc1)C(=O)O)OCC1c2ccccc2-c2ccccc21 (centres undefined) the results were TMEM16A act inactive, TRPC6 act inactive, MrgX1 ag inactive, RGS4 pot inactive, SKKanGAS inh 6.4, MrgX1 allo act inactive, MrgX1 antagonist inactive, RGS4 block inactive, TMEM16A inh inactive, HDAC3 inhib 3.5 and TRPC6 inhibitor inactive.
CCC1CCCCN1C(=O)CSc1nnc(CNC(=O)c2cc(OC)c(OC)c(OC)c2)o1 (centres undefined) was read as TMEM16A act inactive, TRPC6 act inactive, MrgX1 ag inactive, RGS4 pot inactive, SKKanGAS inh 7.0, MrgX1 allo act inactive, MrgX1 antagonist inactive, RGS4 block inactive, TMEM16A inh inactive, HDAC3 inhib -3.5 and TRPC6 inhibitor inactive.
For COc1ccc(CNC(=O)c2cc(C3CC3)on2)cc1 the results were TMEM16A act inactive, TRPC6 act inactive, MrgX1 ag inactive, RGS4 pot inactive, SKKanGAS inh -3.8, MrgX1 allo act inactive, MrgX1 antagonist inactive, RGS4 block inactive, TMEM16A inh inactive, HDAC3 inhib -1.0 and TRPC6 inhibitor inactive.
COCCn1c(SCC(=O)Nc2ccccc2)nc2c1c(=O)[nH]c(=O)n2C was read as TMEM16A act inactive, TRPC6 act inactive, MrgX1 ag inactive, RGS4 pot inactive, SKKanGAS inh -4.5, MrgX1 allo act inactive, MrgX1 antagonist inactive, RGS4 block inactive, TMEM16A inh inactive, HDAC3 inhib -0.9 and TRPC6 inhibitor inactive.
Screening O=C(CCOc1ccccc1)Nc1ccnn1C1CCN(Cc2ccc(O)cc2)CC1 returned TMEM16A act inactive, TRPC6 act inactive, MrgX1 ag inactive, RGS4 pot inactive, SKKanGAS inh 1.3, MrgX1 allo act inactive, MrgX1 antagonist inactive, RGS4 block inactive, TMEM16A inh inactive, HDAC3 inhib 3.3 and TRPC6 inhibitor inactive.
Screening O=[N+]([O-])c1ccc2c(c1)oc1ccccc12 returned TMEM16A act inactive, TRPC6 act inactive, MrgX1 ag inactive, RGS4 pot inactive, SKKanGAS inh 6.0, MrgX1 allo act inactive, MrgX1 antagonist inactive, RGS4 block inactive, TMEM16A inh inactive, HDAC3 inhib -2.7 and TRPC6 inhibitor inactive.
Screening COc1cccc(NC(=O)COc2ccc3c(c2)CCC3)c1 returned TMEM16A act inactive, TRPC6 act inactive, MrgX1 ag inactive, RGS4 pot inactive, SKKanGAS inh 9.0, MrgX1 allo act inactive, MrgX1 antagonist inactive, RGS4 block inactive, TMEM16A inh inactive, HDAC3 inhib -11.2 and TRPC6 inhibitor inactive.
For O=C(Nc1cccnc1)c1ccc(Cl)c(S(=O)(=O)N2CCCCC2)c1 the results were TMEM16A act inactive, TRPC6 act inactive, MrgX1 ag inactive, RGS4 pot inactive, SKKanGAS inh -4.0, MrgX1 allo act inactive, MrgX1 antagonist inactive, RGS4 block inactive, TMEM16A inh inactive, HDAC3 inhib 7.0 and TRPC6 inhibitor inactive.
Screening COCC(=O)N1CCC(Oc2cccc(C(=O)NCc3ccccn3)c2)CC1 returned TMEM16A act inactive, TRPC6 act inactive, MrgX1 ag inactive, RGS4 pot inactive, SKKanGAS inh -2.8, MrgX1 allo act inactive, MrgX1 antagonist inactive, RGS4 block inactive, TMEM16A inh inactive, HDAC3 inhib -8.6 and TRPC6 inhibitor inactive.
C/C=C(\C)C(=O)N[C@@H](C)CN1C2=NC[C@H](C(C)C)N2C[C@H]1Cc1ccc(OC)cc1 was read as TMEM16A act inactive, TRPC6 act inactive, RGS4 pot inactive, SKKanGAS inh 0.3, RGS4 block inactive and TRPC6 inhibitor inactive.
Screening CC(C)(Oc1ccc(Cl)cc1)C(=O)OCC(=O)Nc1ncc(Cl)cc1Cl returned TMEM16A act inactive, TRPC6 act inactive, MrgX1 ag inactive, RGS4 pot inactive, SKKanGAS inh -0.9, MrgX1 allo act inactive, MrgX1 antagonist inactive, RGS4 block inactive, TMEM16A inh inactive, HDAC3 inhib 13.4 and TRPC6 inhibitor inactive.
`CCOc1ccc(S(=O)(=O)NCCC(=O)NCc2ccco2)cc1` gave TMEM16A act inactive, TRPC6 act inactive, MrgX1 ag inactive, RGS4 pot inactive, SKKanGAS inh -2.8, MrgX1 allo act inactive, MrgX1 antagonist inactive, RGS4 block inactive, TMEM16A inh inactive, HDAC3 inhib 2.6 and TRPC6 inhibitor inactive.
Screening O=C(CNC(=O)Cc1ccccc1)NCC(=O)N1CCN(C(c2ccccc2)c2ccccc2)CC1 returned TMEM16A act inactive, TRPC6 act inactive, MrgX1 ag inactive, RGS4 pot inactive, SKKanGAS inh -1.3, MrgX1 allo act inactive, MrgX1 antagonist inactive, RGS4 block inactive, TMEM16A inh inactive, HDAC3 inhib -4.4 and TRPC6 inhibitor inactive.
For COc1ccc(CN2CCNC(=O)C2CC(=O)NC2CCOCC2)c(F)c1 (centres undefined) the results were TMEM16A act inactive, TRPC6 act inactive, MrgX1 ag inactive, RGS4 pot inactive, SKKanGAS inh -3.9, MrgX1 allo act inactive, MrgX1 antagonist inactive, RGS4 block inactive, TMEM16A inh inactive, HDAC3 inhib 4.7 and TRPC6 inhibitor inactive.
O=C(O)c1ccc(NC2=C(N3CCOCC3)C(=O)c3ccccc3C2=O)cc1 was read as TMEM16A act inactive, TRPC6 act inactive, MrgX1 ag inactive, RGS4 pot inactive, SKKanGAS inh 6.4, MrgX1 allo act inactive, MrgX1 antagonist inactive, RGS4 block inactive, TMEM16A inh inactive, HDAC3 inhib -10.9 and TRPC6 inhibitor inactive.
COc1ccc(C2NC(c3ccc(OC)cc3)C(c3ccccc3)C(=O)C2c2ccccc2)cc1 (centres undefined) was read as TMEM16A act inactive, TRPC6 act inactive, MrgX1 ag inactive, RGS4 pot inactive, SKKanGAS inh -0.7, MrgX1 allo act inactive, MrgX1 antagonist inactive, RGS4 block inactive, TMEM16A inh inactive, HDAC3 inhib 13.4 and TRPC6 inhibitor inactive.
`Nc1ccccc1S(=O)(=O)NC1=NCCCCC1` gave TMEM16A act inactive, TRPC6 act inactive, MrgX1 ag inactive, RGS4 pot inactive, SKKanGAS inh -2.7, MrgX1 allo act inactive, MrgX1 antagonist inactive, RGS4 block inactive, TMEM16A inh inactive, HDAC3 inhib -1.5 and TRPC6 inhibitor inactive.
For CNC(=O)c1cc(S(=O)(=O)Nc2ccc3c(c2)OCO3)ccc1C the results were TMEM16A act inactive, TRPC6 act inactive, MrgX1 ag inactive, RGS4 pot inactive, SKKanGAS inh 2.2, MrgX1 allo act inactive, MrgX1 antagonist inactive, RGS4 block inactive, TMEM16A inh inactive, HDAC3 inhib -4.1 and TRPC6 inhibitor inactive.
Screening Cc1ccc(S(=O)(=O)NCCn2nc(C)nc2C)cc1 returned TMEM16A act inactive, TRPC6 act inactive, MrgX1 ag inactive, RGS4 pot inactive, SKKanGAS inh -0.6, MrgX1 allo act inactive, MrgX1 antagonist inactive, RGS4 block inactive, TMEM16A inh inactive, HDAC3 inhib 2.2 and TRPC6 inhibitor inactive.
`CSCCC(NC(N)=O)C(=O)NCc1ccccc1Cl` (centres undefined) gave TMEM16A act inactive, TRPC6 act inactive, MrgX1 ag inactive, RGS4 pot inactive, SKKanGAS inh -1.7, MrgX1 allo act inactive, MrgX1 antagonist inactive, RGS4 block inactive, TMEM16A inh inactive, HDAC3 inhib 4.5 and TRPC6 inhibitor inactive.
CCOC(=O)c1cccc2c1-c1ccccc1/C2=N/O was read as TMEM16A act inactive, TRPC6 act inactive, MrgX1 ag inactive, RGS4 pot inactive, SKKanGAS inh -5.1, MrgX1 allo act inactive, MrgX1 antagonist inactive, RGS4 block inactive, TMEM16A inh inactive, HDAC3 inhib -1.7 and TRPC6 inhibitor inactive.
For COc1ccc(N2C(=O)N3[C@H](c4ccc(Br)cc4)[C@@H]4C(=O)N(C(C)(C)C)C(=O)[C@@H]4[C@]3(Cc3ccccc3)C2=O)cc1 the results were TMEM16A act inactive, TRPC6 act inactive, MrgX1 ag inactive, RGS4 pot inactive, SKKanGAS inh 1.3, MrgX1 allo act inactive, MrgX1 antagonist inactive, RGS4 block inactive, TMEM16A inh inactive, HDAC3 inhib -5.7 and TRPC6 inhibitor inactive.
O=S(=O)(c1ccc(Cl)cc1)c1nc(-c2ccccc2F)oc1NCCN1CCOCC1 was read as TMEM16A act inactive, TRPC6 act inactive, MrgX1 ag inactive, RGS4 pot inactive, SKKanGAS inh 7.8, MrgX1 allo act inactive, MrgX1 antagonist inactive, RGS4 block inactive, TMEM16A inh inactive, HDAC3 inhib -3.1 and TRPC6 inhibitor inactive.
`CN1CCN(c2ccc(NC(=O)c3ccc(Br)o3)cc2)CC1` gave TMEM16A act inactive, TRPC6 act inactive, MrgX1 ag inactive, RGS4 pot inactive, SKKanGAS inh 0.9, MrgX1 allo act inactive, MrgX1 antagonist inactive, RGS4 block inactive, TMEM16A inh inactive, HDAC3 inhib 0.8 and TRPC6 inhibitor inactive.
CCOc1ccc(C(=O)N(c2ccccn2)C2CCCCC2)cc1 was read as TMEM16A act inactive, TRPC6 act inactive, MrgX1 ag inactive, RGS4 pot inactive, SKKanGAS inh -13.6, MrgX1 allo act inactive, MrgX1 antagonist inactive, RGS4 block inactive, TMEM16A inh inactive, HDAC3 inhib -4.2 and TRPC6 inhibitor inactive.
Screening COc1cc(C2N3CC4(C)CN2CC(C)(C3)C4)ccc1O (centres undefined) returned TMEM16A act inactive, TRPC6 act inactive, MrgX1 ag inactive, RGS4 pot inactive, SKKanGAS inh -0.1, MrgX1 allo act inactive, MrgX1 antagonist inactive, RGS4 block inactive, TMEM16A inh inactive, HDAC3 inhib -2.7 and TRPC6 inhibitor inactive.
For CCCC(=O)Nc1ccc(Br)c(Cl)c1 the results were TMEM16A act inactive, TRPC6 act inactive, MrgX1 ag inactive, RGS4 pot inactive, SKKanGAS inh 3.6, MrgX1 allo act inactive, MrgX1 antagonist inactive, RGS4 block inactive, TMEM16A inh inactive, HDAC3 inhib 6.4 and TRPC6 inhibitor inactive.
Screening COc1ccc(S(=O)(=O)N(C)CC(=O)N2CCCC2)cc1 returned TMEM16A act inactive, TRPC6 act inactive, MrgX1 ag inactive, RGS4 pot inactive, SKKanGAS inh 0.8, MrgX1 allo act inactive, MrgX1 antagonist inactive, RGS4 block inactive, TMEM16A inh inactive, HDAC3 inhib 5.6 and TRPC6 inhibitor inactive.
